Screens deposited in PubChem by several laboratories.
FBA Mtb inh – inhibits M. tuberculosis FBA enzyme | purified M. tuberculosis FBA, fluorescence read-out | inhibition, % at 1 µM | hit rate 2.3% among 360,000 | AID 588726; in the data active = inhibition above about 27%;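 also: 0% = vehicle and 100% = reference inhibitor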
Target sequence (P9WQA3 whole entry, looked up): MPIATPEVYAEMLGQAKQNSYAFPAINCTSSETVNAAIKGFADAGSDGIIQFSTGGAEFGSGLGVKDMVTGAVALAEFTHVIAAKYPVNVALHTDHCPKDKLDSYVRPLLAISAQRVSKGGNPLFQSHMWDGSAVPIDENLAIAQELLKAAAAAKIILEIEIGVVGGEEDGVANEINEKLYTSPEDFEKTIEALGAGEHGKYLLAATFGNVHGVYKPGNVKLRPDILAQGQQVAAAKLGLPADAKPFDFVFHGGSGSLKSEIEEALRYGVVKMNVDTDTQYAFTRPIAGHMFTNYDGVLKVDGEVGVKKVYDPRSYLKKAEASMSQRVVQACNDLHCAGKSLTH
GDH-TPI counter – inhibits GDH-TPI coupling enzymes, artifact for Mtb FBA screen; hit rate 1.2% among 360,000; AID 588335; GDH-TPI coupled enzyme counterscreen, NADH absorbance; inhibition, % at 4.8 µM; in the data active = inhibition above about 30%;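 also: 0% = DMSO wells and 100% = wells lacking the enzyme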
Yp Topo-I inh – Y. pestis Topo-I inhibition via cleavage products; Y. pestis Topo-I cleavage product accumulation, plate reader; activity, % at 10 µM; hit rate 0.064% among 360,000; AID 504884; in the data active = activity above about 50%, passing the limit was not always enough; also: inactives centre near 2
BioA inh – inhibitors of Mycobacterium tuberculosis BioA enzyme | purified M. tuberculosis BioA enzyme, plate reader | inhibition, % at 9.99 µM | hit rate 0.096% among 360,000 | AID 602481; in the data active = inhibition above about 40%
FadD28 FP inh – blocks FadD28 binding to the bisubstrate probe. fluorescence polarization. inhibition, % at 12.5 µM. hit rate 0.22% among 360,000; in the data active = inhibition above about 8.5%, passing the limit was not always enough
PfHsp40 rescue – rescue of PfHsp40-mediated yeast toxicity; AID 504582; S. cerevisiae expressing PfHsp40, growth rescue, ATP luminescence; hit rate 0.68% among 340,000; growth rescue, % at 12.5 µM; in the data active = growth rescue above about 28%, passing the limit was not always enough;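 also: yeast W303a lacking pdr1 and pdr3 grown in galactose medium; growth measured after three days at 30 °C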
Vc quorum ag – inducers of Vibrio cholerae quorum light production without autoinducers | V. cholerae BH1578 lux reporter, luminescence, 6 h | activation, % at 18.7 µM | hit rate 0.16% among 350,000; in the data active = activation mostly above about 9.7%, no sharp cut-off; also: not every result past the cut was called active; inactives centre near 0; reference of the scale not given here
TcdB inh – TcdB glycohydrolase inhibition; P18177; AID 652162; TcdB glycohydrolase enzymatic assay, plate reader; hit rate 0.24% among 350,000; inhibition, % at 9.99 µM; in the data active = inhibition above about 10%
Mtb UGM inh – Mtb UDP-galactopyranose mutase inhibition. P9WIQ1. purified UGM, fluorescence polarization probe displacement. inhibition, % at 10 µM. hit rate 0.06% among 320,000. AID 504406; in the data active = inhibition above about 10%, passing the limit was not always enough
Target sequence (P9WIQ1 whole entry, looked up): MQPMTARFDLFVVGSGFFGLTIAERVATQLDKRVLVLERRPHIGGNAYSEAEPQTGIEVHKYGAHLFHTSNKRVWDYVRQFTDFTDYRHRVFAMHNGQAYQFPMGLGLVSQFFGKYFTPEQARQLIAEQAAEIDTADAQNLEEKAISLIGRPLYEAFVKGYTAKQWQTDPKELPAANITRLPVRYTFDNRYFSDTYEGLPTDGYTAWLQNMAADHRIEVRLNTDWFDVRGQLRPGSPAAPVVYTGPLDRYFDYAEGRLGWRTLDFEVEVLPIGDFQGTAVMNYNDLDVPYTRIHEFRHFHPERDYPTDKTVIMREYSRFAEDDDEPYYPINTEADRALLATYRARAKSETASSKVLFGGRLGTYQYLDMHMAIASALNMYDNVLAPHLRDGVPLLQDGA
An asterisk follows results filed as active; i = inactive; . = not tested or not shown.

SMILES | FBA Mtb inh | GDH-TPI counter | Yp Topo-I inh | BioA inh | FadD28 FP inh | PfHsp40 rescue | Vc quorum ag | TcdB inh | Mtb UGM inh
CCOC(=O)c1[nH]c2ccccc2c1CCCN1C(=O)c2ccccc2C1=O | 3 | 16 | -4 | 1.3 | -1.6 | -0.2 | -6.2 | . | -1.2
CC[C@H](C)[C@@H](CO)NC(=O)[C@H]1O[C@@H](n2ccc(=O)[nH]c2=O)[C@H](O)[C@@H]1O | -1 | . | . | 3.2 | -1.8 | . | . | 0.0 | .
CN(CC(=O)NCc1ccc(Cl)cc1)S(=O)(=O)c1cccc2cccnc12 | 5 | 14 | 1 | 0.1 | -2.6 | 1.4 | 0.0 | 0.6 | 0.8
CCOC(=O)c1csc(N/N=C2\CCc3ccccc32)n1 | 2 | 14 | -8 | -1.8 | -1.1 | 2.0 | i | -0.9 | 1.0
CCOc1ccc(Br)cc1S(=O)(=O)Nc1ccc(S(=O)(=O)Nc2cc(C)on2)cc1 | -2 | 2 | 2 | -1.4 | -5.4 | 1.4 | -0.9 | -5.2 | -2.7
COC(=O)C(Cc1ccccc1)NS(=O)(=O)c1ccc(F)cc1Br (stereo not drawn) | 3 | -2 | 10 | -0.9 | -1.5 | -2.5 | -3.7 | 2.7 | 0.5
COc1cc(NC(=O)c2cc3c(Cl)nc4ccccc4c3s2)cc(OC)c1OC | 2 | 4 | -4 | . | 0.2 | 0.3 | i | . | -0.5
CCOC(=O)N1CCC(N2Cc3cccc(C(=O)NCC4CCN(CC(C)C)C4)c3C2=O)CC1 (stereo not drawn) | 1 | 9 | 13 | -0.2 | -2.1 | -0.4 | 0.3 | -1.0 | 1.1
CCN(CC)CC(O)CN1c2ccccc2Sc2ccccc21 (stereo not drawn) | 2 | -4 | -12 | 0.0 | -1.7 | -0.3 | i | 1.0 | 0.0
Cc1nc2ccc(C(C(F)(F)F)(C(F)(F)F)C(F)(F)F)cc2[nH]1 | -3 | -4 | -5 | 1.0 | -2.3 | 241* | -1.3 | . | -1.3
Cc1cc(Cl)ccc1NNC(=O)c1snnc1C | -1 | 6 | -5 | . | -3.2 | 4.1 | -0.6 | -10 | 1.3
COc1cc(/C=C/c2nc(-c3ccccc3O)n[nH]2)cc(OC)c1OC | 4 | 15 | -5 | . | -11 | 42* | i | . | 0.2
CCn1c(SCC(=O)Nc2nc(C)c(C)s2)nnc1-c1ccco1 | 2 | 12 | 3 | -1.0 | -2.8 | 1.7 | i | . | -1.2
CC(=O)c1ccc2noc(-c3ccccc3)c2c1 | 1 | 3 | -8 | 0.0 | -0.5 | 0.6 | -4.5 | -1.5 | -2.1
CC(C)C[C@H](NC(=O)c1[nH]cnc1C(=O)N[C@@H](Cc1ccccc1)C(=O)OCc1ccccc1)C(=O)OCc1ccccc1 | 0 | -5 | 12 | -0.1 | -4.8 | -0.1 | 1.2 | 1.6 | -0.8
COc1ccc(NC(=O)CN2CCCCC2)cc1S(=O)(=O)N1CCCCC1 | -3 | 11 | 3 | 0.1 | -3.7 | 0.2 | i | 1.5 | -1.0
COC(=O)CSc1ccc2nnc(-c3ccc(F)cc3)n2n1 | 10 | 19 | 10 | 4.7 | -0.2 | 0.5 | -0.2 | 1.5 | 0.7
CCCCCn1ccc(=N)cc1 | 1 | 5 | 4 | -0.6 | -1.2 | -0.4 | -7.2 | . | -3.2
CC(Oc1ccc(Cl)cc1Cl)c1ccnc(N)n1 (stereo not drawn) | -3 | -3 | 17 | 2.7 | -1.4 | 0.8 | -0.3 | 1.7 | 3.1
Cc1ccc(Cn2ccc(NC(=O)c3noc4c3CCc3ccccc3-4)n2)cc1 | -1 | 3 | 1 | . | -2.1 | 1.8 | i | . | 0.2
O=C(NCc1ccccn1)C1CCN(C2CCN(Cc3cccc(F)c3)CC2)CC1 | 0 | 5 | 4 | -1.1 | -0.1 | . | -1.1 | -1.0 | .
C=CCn1c(=O)c2ccccc2n2c(=S)[nH]nc12 | 3 | 1 | 3 | 0.8 | -2.2 | 0.4 | -0.6 | -0.7 | 3.6
Cc1ccc(NC(=O)c2ccccc2F)nc1 | 33* | 3 | 8 | 0.2 | -3.4 | -0.3 | -0.1 | . | 1.9
Cc1noc(C)c1C(=O)Nc1cccc(S(=O)(=O)N2CCOCC2)c1 | -2 | 5 | -2 | 0.5 | -2.0 | -0.2 | -0.4 | 0.4 | 0.6
O=C(NC1CCN(Cc2ccccc2Cl)CC1)c1ccccc1 | 1 | 4 | 4 | 0.7 | -1.6 | 18 | -1.0 | 1.3 | 2.8
SMILES | FBA Mtb inh | GDH-TPI counter | Yp Topo-I inh | BioA inh | FadD28 FP inh | PfHsp40 rescue | Vc quorum ag | TcdB inh | Mtb UGM inh
Cc1ccc2c(CSc3nnnn3C)cc(=O)oc2c1 | -1 | -5 | 0 | -1.7 | -2.1 | -0.4 | -1.8 | -0.9 | 2.5
N#C/C(=C\c1ccc(Cl)cc1)c1nc(-c2ccco2)cs1 | 4 | 5 | -3 | . | -0.8 | -0.9 | -0.1 | -0.2 | 4.7
COn1c(=S)[nH]c2ccccc2c1=O | 1 | -1 | 7 | -1.0 | -1.4 | -2.0 | -2.4 | . | 0.2
O=C(NCc1ccccc1Cl)NC(=O)c1ccccc1 | 3 | -2 | 1 | 1.0 | -1.2 | 9.4 | 0.8 | 1.6 | 3.2
C[C@H](NC(=O)c1ncn2c1C(=O)NC[C@H]2C)c1ccccc1 | 0 | 6 | 2 | -0.1 | 0.1 | . | -0.4 | -0.1 | .
Cc1ccc(C(=O)Nc2ccccc2)cc1S(=O)(=O)N1CCN(C)CC1 | 0 | 5 | -3 | 1.3 | -2.0 | 0.1 | 0.2 | -0.1 | -0.9
Cc1cc(C)nc(NC(=S)Nc2cccc(Cl)c2Cl)c1 | 3 | 6 | -5 | -1.3 | 0.7 | -1.6 | i | 1.0 | -0.3
CN(Cc1ccccc1)C(=O)C1CCCN1S(=O)(=O)c1ccc(Cl)cc1 (stereo not drawn) | 7 | -2 | -1 | -5.8 | 0.4 | -1.2 | i | 0.7 | -2.0
Cc1ccc(Cn2cnc3c(nnn3Cc3ccc(Cl)cc3)c2=O)cc1 | 5 | 23 | -13 | -2.9 | 0.9 | -1.0 | -0.4 | . | -2.0
CCC(=O)Nc1cc(C(C)C)c(O)cc1C | -5 | 4 | 1 | -1.1 | -2.4 | 0.4 | -2.0 | . | -2.6
O=c1[nH]c(=O)n(-c2ccccc2)c(O)c1N=Nc1ccc(Br)cc1 | -5 | 10 | -1 | -1.4 | 0.0 | 0.3 | -0.1 | 1.3 | 1.3
Cc1ccc(C)c(N(C(=O)Cn2nnc3ccccc32)C(C(=O)NCc2ccco2)c2ccncc2)c1 (stereo not drawn) | 5 | -1 | 16 | -1.2 | -0.4 | 1.1 | -0.9 | . | -2.5
O=C(CSc1nc2scc(-c3ccco3)c2c(=O)n1-c1ccccc1)N1CCOCC1 | 0 | 7 | 35 | 4.0 | -2.5 | 0.9 | -0.2 | . | 1.2
Cc1ccccc1-c1cc(C(=O)NCC2CC2)nn1CC1CC(c2cccc([N+](=O)[O-])c2)=NO1 (stereo not drawn) | 0 | -11 | 17 | 0.8 | -5.2 | -0.4 | 3.6 | -0.9 | -1.1
COc1ccccc1/C=C/C1(C(=O)NC2CCCC2)CC(=O)N1c1ccc(F)cc1 (stereo not drawn) | 1 | 2 | 12 | -2.5 | -0.6 | 12 | i | . | 1.7
O=C(NCc1cccc(Cl)c1)C1Cc2c(-c3ccc(Cl)cc3)ccnc2O1 (stereo not drawn) | 1 | -1 | 13 | -0.6 | -3.1 | . | 0.1 | 0.2 | .
COc1ccccc1Nc1nc(N)nc(CN2CCC(C)CC2)n1 | -4 | 3 | 10 | . | -1.7 | -0.4 | -0.3 | -1.6 | 1.3
COc1ccc(N2CCN(C(=S)Nc3ccc(S(N)(=O)=O)cc3)CC2)cc1 | -1 | 3 | 0 | . | -1.1 | -0.8 | -0.3 | 0.2 | -0.5
CCCN(CC(=O)Nc1ccccc1OC)C(=O)Cc1ccccc1F | -4 | -14 | 5 | 0.1 | -4.7 | 0.1 | -4.5 | 0.8 | 0.9
O=C(NC(=S)NC1CCSC1=O)c1ccccc1F (stereo not drawn) | -3 | 2 | 2 | 10 | -4.4 | 0.0 | 0.0 | . | -1.5
CN(c1ccccc1)S(=O)(=O)CS(=O)(=O)N(C)c1ccccc1 | 0 | 12 | 12 | -1.5 | 0.3 | -0.5 | i | 0.8 | .
O=C(CCCc1ccccc1)Nc1ccnn1C1CCN(Cc2ccccc2)CC1 | 6 | 4 | 11 | 1.4 | 1.0 | -1.9 | 3.1 | -1.0 | -2.7
CN(c1ccccc1)S(=O)(=O)c1ccc(C(=O)NNC(=O)c2ccccc2F)cc1 | -2 | 10 | -2 | -0.3 | -1.8 | -0.7 | 3.1 | 1.3 | .
COc1ccc(C(=O)N2CCN(Cc3cn[nH]c3-c3ccc(OC)cc3F)CC2)cc1 | 1 | 4 | 3 | . | 0.0 | -0.7 | i | -0.3 | 0.6
Cc1c([N+](=O)[O-])c(C(=O)N2CCCC2)nn1C | -5 | 2 | -7 | . | -2.1 | 0.1 | i | 1.6 | -1.9

Part of the list above, with two lines to a compound:
Every second line gives: FBA Mtb inh, GDH-TPI counter, Yp Topo-I inh, BioA inh, FadD28 FP inh, PfHsp40 rescue, Vc quorum ag, TcdB inh, Mtb UGM inh
- CN(Cc1ccccc1)C(=O)C1CCCN1S(=O)(=O)c1ccc(Cl)cc1 (stereo not drawn)
    7, -2, -1, -5.8, 0.4, -1.2, i, 0.7, -2.0
- Cc1ccc(Cn2cnc3c(nnn3Cc3ccc(Cl)cc3)c2=O)cc1
    5, 23, -13, -2.9, 0.9, -1.0, -0.4, ., -2.0
- CCC(=O)Nc1cc(C(C)C)c(O)cc1C
    -5, 4, 1, -1.1, -2.4, 0.4, -2.0, ., -2.6
- O=c1[nH]c(=O)n(-c2ccccc2)c(O)c1N=Nc1ccc(Br)cc1
    -5, 10, -1, -1.4, 0.0, 0.3, -0.1, 1.3, 1.3
- Cc1ccc(C)c(N(C(=O)Cn2nnc3ccccc32)C(C(=O)NCc2ccco2)c2ccncc2)c1 (stereo not drawn)
    5, -1, 16, -1.2, -0.4, 1.1, -0.9, ., -2.5
- O=C(CSc1nc2scc(-c3ccco3)c2c(=O)n1-c1ccccc1)N1CCOCC1
    0, 7, 35, 4.0, -2.5, 0.9, -0.2, ., 1.2

Other results.
SMILES | FBA Mtb inh | GDH-TPI counter | Yp Topo-I inh | BioA inh | FadD28 FP inh | PfHsp40 rescue | Vc quorum ag | TcdB inh | Mtb UGM inh
Cc1cc(CSCc2ccc(Cl)cc2)no1 | -4 | -13 | -4 | -1.3 | -4.8 | -0.7 | i | 0.0 | 5.3
COCc1nc2ccccc2n1Cc1cccc(C)c1 | 0 | 2 | 10 | 0.0 | 0.3 | 0.9 | i | . | -0.3
COc1ccc(S(=O)(=O)N2CCN(C(=O)c3c(-c4ccccc4)noc3C)CC2)cc1 | 2 | 5 | 10 | -2.1 | -4.5 | -1.4 | i | . | -1.7
COc1ccc(-c2nc3cnccn3c2Nc2ccc(C)cc2)cc1 | 8 | 22 | 28 | 17 | -2.1 | 14 | i | 2.0 | -3.9
CN(c1ccccc1)S(=O)(=O)c1ccc(C(=O)NCc2ccccc2CN2CCCC2)cc1 | -3 | 4 | -4 | -0.7 | -4.9 | -1.0 | i | 1.7 | .
COc1cccc(OC)c1NC(=O)C1CCCN1C(=O)Nc1ccccc1F (stereo not drawn) | 3 | -2 | 1 | -1.6 | -1.9 | 0.2 | -0.5 | 1.8 | .
CC(=O)Nc1cc2c(nc1C)nc(C)n2Cc1ccc(Br)cc1 | -2 | -1 | -5 | 0.5 | 0.0 | -0.3 | -0.3 | . | 0.3
Cc1ccc2nc(-c3ccccc3C)oc(=O)c2c1 | -1 | 9 | 1 | 1.6 | -0.8 | 0.8 | i | -0.7 | 0.4
